Source: PubChem BioAssay (National Center for Advancing Translational Sciences (NCATS))
CXXC DNA block: qHTS Fluorescence Polarization Assay for Inhibitors of MLL CXXC domain - DNA interaction | hit rate 0.037% among 290,000 | MLL-CXXC / FITC-HOXA9 DNA fluorescence polarization | Histone-lysine N-methyltransferase 2A (Homo sapiens), Q03164 | Potency, µM (doses to about 115 µM), for inactives: top-dose activity change, negative = inhibition, actives largely listed as inhibitors; active means well fitted inhibition curve with a large enough effect in the polarisation, with a control signal flat, not every such curve was filed as active; inconclusive means small, poorly fitted or top-dose-only effect, or effect the other way, or a change in a side signal; inactive means no such curve, though single readings can be large or run the other way; the % refers to the polarisation; further: potency means the concentration at half of the fitted maximal effect
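Fluorescence polarization: 7 uM MLL-CXXC (stock) preincubated 5 min with compounds, then 50 nM fluorescein-HOX-A9 DNA (stock) added; 30 min ambient. Buffer 50 mM Tris-HCl pH 7.5, 50 mM NaCl, 1 mM DTT, 0.05% BSA.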
PTAP TSG101 blk: qHTS Assay for Iinhibitors of HIV-1 Budding by Blocking the Interaction of PTAP/TSG101; Potency, µM (highest dose often 115 µM), without a hit: at the highest dose activity change, negative = inhibition, actives largely listed as inhibitors; 340,000 tested, under 10 active; Fluorescence polarization, FITC-PTAP peptide / Tsg101 binding; Tumor susceptibility gene 101 protein (Homo sapiens), Q99816; active means well fitted inhibition curve with a large enough effect in the main read-out, with a control signal flat, not every such curve was filed as active; inconclusive means small, poorly fitted or top-dose-only effect, or effect the other way, or a change in a side signal; inactive means no such curve, though single readings can be large or run the other way; further: potency means the concentration at half of the fitted maximal effect; % of control where 0% means no effect
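Tsg101 binding domain (10 uM final) was mixed with compound and a FITC-labeled PTAP peptide (50 nM final) in HEPES pH 7.5 buffer with NaCl, Tween 20, EDTA and TCEP; fluorescence polarization was read after 20 min at r.t.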
Mito fusion act: qHTS Assay for Small Molecule Inhibitors of Mitochondrial Division or Activators of Mitochondrial Fusion; S. cerevisiae fusion-defective mutant growth rescue, CellTiterGlo 48 h; Potency, µM (top dose mostly 46.1 µM), for the others: at the top dose growth rescue (activation), hits mostly activators; hit rate 0.23% among 320,000;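 further: potency means the concentration at half of the fitted maximal effect; % of control where 0% means no effect; nearly all actives have a fitted effect of over 45% in size; temperature-sensitive fusion mutants such as fzo1-1 at 37 °C on non-fermentable ethanol glycerol medium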
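Compounds are tested for their ability to restore growth of mitochondrial fusion-defective yeast strains at non-permissive 37C in YPEG medium over 48 hours. Viability is quantified by luciferase luminescence.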
TSHR antagonist: Antagonists of the Thyroid Stimulating Hormone Receptor: HTS campaign. activity change, negative = inhibition, % at 11.5 µM. hit rate 0.2% among 330,000. AID 504810, 2011. Thyrotropin receptor (Homo sapiens), P16473. TSHR-expressing cells, TSH-stimulated cAMP HTRF, 2 h; stronger effect = lower value;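 active means activity change below a set negative limit, meaning inhibition stronger than a set level, cut at about -70% in these data; inconclusive means activity change between two set negative limits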; further: on the % scale 0 is the no-effect control and ±100 the full control effect
Target sequence (P16473 whole entry, looked up): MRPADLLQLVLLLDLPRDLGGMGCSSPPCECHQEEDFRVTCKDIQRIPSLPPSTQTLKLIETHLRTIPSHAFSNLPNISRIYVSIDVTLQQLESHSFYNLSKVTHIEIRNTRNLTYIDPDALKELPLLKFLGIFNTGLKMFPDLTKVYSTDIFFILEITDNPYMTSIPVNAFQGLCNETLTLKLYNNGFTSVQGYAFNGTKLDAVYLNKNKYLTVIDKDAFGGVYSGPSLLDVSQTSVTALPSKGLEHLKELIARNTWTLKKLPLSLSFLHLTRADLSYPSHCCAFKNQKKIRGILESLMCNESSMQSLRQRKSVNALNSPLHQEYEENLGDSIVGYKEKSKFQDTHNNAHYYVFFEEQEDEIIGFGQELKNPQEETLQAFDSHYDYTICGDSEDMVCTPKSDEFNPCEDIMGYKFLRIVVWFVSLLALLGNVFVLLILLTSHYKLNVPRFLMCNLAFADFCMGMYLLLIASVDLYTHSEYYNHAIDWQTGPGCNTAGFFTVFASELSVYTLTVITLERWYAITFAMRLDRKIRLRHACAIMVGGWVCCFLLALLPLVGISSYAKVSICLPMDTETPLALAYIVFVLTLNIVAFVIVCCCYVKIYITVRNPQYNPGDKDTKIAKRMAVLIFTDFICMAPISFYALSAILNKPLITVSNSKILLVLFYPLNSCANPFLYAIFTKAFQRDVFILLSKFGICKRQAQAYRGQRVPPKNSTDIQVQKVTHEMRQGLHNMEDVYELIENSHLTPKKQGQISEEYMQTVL
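Competitive HTRF cAMP read-out (cryptate anti-cAMP antibody, cAMP-d2; 30 min, room temperature) in freshly harvested TSHR cells. Compounds added before TSH at EC80 (4nM final), followed by 2 hours' incubation at 37 deg C.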
AT treatment: qHTS Assay for Identifying a Potential Treatment of Ataxia-Telangiectasia. […] A-T fibroblasts, KAP-1 phosphorylation AlphaLISA; neocarzinostatin DNA damage 30 min before lysis. Potency, µM (series often up to 57.5 µM), for the others: top-dose activation, most hits filed as activators. hit rate 0.19% among 320,000. AID 485349, 2010; further: potency means the concentration at half of the fitted maximal effect; % of control where 0% means no effect; nearly all actives have a fitted effect of over 45% in size
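hTERT-immortalized A-T patient fibroblasts ([…]), 500 cells/well in OPTI-MEM, 1% FBS, got compounds for 60 min, then NCS for 30 min at 37C. Lysates were then assayed for phospho-KAP-1 by AlphaLISA (anti-pKAP1 donor, anti-KAP1 acceptor beads), 6 hr at 25C.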
ASM inhibitor: Inhibitors of Secretory Acid Sphingomyelinase (S-ASM): qHTS; Sphingomyelin phosphodiesterase (Homo sapiens), P17405; placental ASM, HMU-PC fluorogenic substrate, 60 min; Potency, µM (series often up to 57.5 µM), inactives show at the top dose activity change, negative = inhibition, most hits filed as inhibitors; hit rate 0.006% among 340,000; further: potency means the concentration at half of the fitted maximal effect
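HMU-PC0 cleavage (9 uM final) by human placental ASM, 60 min at 37 °C following 10 min compound exposure at RT; stopped at pH 10, fluorescence Ex 386/Em 447 nm.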
MBNL1-CUG inh: qHTS Assay for Inhibitors of MBNL1-poly(CUG) RNA binding; TR-FRET MBNL1-His/biotin-(CUG)12 binding, 665/545 ratio; Potency, µM (highest dose often 57.5 µM), inactives show at the highest dose activity change, negative = inhibition, most hits filed as inhibitors; hit rate 0.036% among 280,000; active means well fitted inhibition curve with a large enough effect in the signal ratio, with a control signal flat, not every such curve was filed as active; inconclusive means small, poorly fitted or top-dose-only effect, or effect the other way, or a change in a side signal; inactive means no such curve, though single readings can be large or run the other way; the % refers to the signal ratio; further: potency means the concentration at half of the fitted maximal effect; on the % scale 0 is the no-effect control and ±100 the full control effect
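His-tagged MBNL1 binding to biotinylated (CUG)12 RNA was measured by TR-FRET using terbium anti-His antibody (0.055 ng/ul final) and streptavidin-XL665 (5 nM final). Compounds were titrated 92 nM to 58 uM; 60 min at room temperature.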
Menin MLL FP TR: qHTS Assay for Inhibitors Targeting the Menin-MLL Interaction in MLL Related Leukemias: Competition With Texas Red Labeled MLL-derived Mutant Peptide | O00255 | Menin + Texas Red MLL mutant peptide, fluorescence polarization | Potency, µM (titrated, usually from 61.6 µM), for the others: at the highest dose FP activity change, negative = inhibition, usual class: inhibitors | hit rate 0.23% among 270,000 | AID 1768, 2009; active means well fitted inhibition curve with a large enough effect in the polarisation, with a control signal flat, not every such curve was filed as active; inconclusive means small, poorly fitted or top-dose-only effect, or effect the other way, or a change in a side signal; inactive means no such curve, though single readings can be large or run the other way; the % refers to the polarisation; further: potency means the concentration at half of the fitted maximal effect; % of control where 0% means no effect; many of its hits are not listed in these tables
TCR activator: Activators of T cell receptors: qHTS campaign; 330,000 tested, under 10 active; AID 504894, 2011; Potency, µM (highest dose often 9.22 µM), inactives show at the top dose activation of IL-2 secretion, actives largely listed as activators; primary human leukocytes, anti-CD3, IL-2 HTRF, 48 h; further: % of control where 0% means no effect
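Activity was scored as IL-2 release from primary human leukocytes given only a TCR signal (a-CD3 beads) plus compound for 48 hr. Detection used a two-antibody HTRF format read at 665nm.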
a7 integrin act: qHTS for Activators of Integrin-Mediated Alleviation for Muscular Dystrophy; Potency, µM (series often up to 38.3 µM), for the others: top-dose activation, actives largely listed as activators; AID 624291, 2012; alpha7betagal myoblasts, beta-gal FDG fluorescence, 48 h; hit rate 0.064% among 350,000;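 further: potency means the concentration at half of the fitted maximal effect; 100% = response of the positive control SU9516; nearly all actives have a fitted effect of over 60% in size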
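Alpha7betagal+/- myoblasts (passage 13) were plated 16-24 hr, then exposed to compounds (1:260 dilution of DMSO stock) for 48 hours at 37C. After MPER lysis, β-galactosidase reporter activity was read as FDG fluorescence (ex 480/em 540) after 30 minutes.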
The depositor's hits bear a star; ? = inconclusive; . = no result given; & = joins results of further samples; [ ] = another dose, or the depositor's remark. Unless noted, the call rests on the fitted dose curve; in most records, active means well fitted curve in the direction sought with a large enough effect; inconclusive means small, poorly fitted or top-dose-only effect, or another doubt; inactive means no such curve, though single readings can be large; an effect the other way counts as inactive or inconclusive.

molecule,CXXC DNA block,PTAP TSG101 blk,Mito fusion act,TSHR antagonist,AT treatment,ASM inhibitor,MBNL1-CUG inh,Menin MLL FP TR,TCR activator,a7 integrin act
CCOC(=O)c1cc2c(n(-c3ccc(Cl)cc3)c1=O)CCCC2=O,5%,-2%,-2%,4,0%,5%,-3%,7%,3%,18%
CN1C(=O)C2(CCCCC2)C1c1ccccc1 (configuration not stated),.,0%,.,7,14%,-1%,.,.,-1%[46.1 µM],4%
CCCOC(=O)C1NC(=O)N2C(C(=O)OCCC)C(C)(C)S[C@H]12 (some centres not stated),.,-4%,.,.,.,-6%,.,.,1%,7%
COc1ccc(/C(N)=N/OC(=O)c2cccs2)cc1OC,-8%,-2%,-3%,1,-4%,-1%,?,-13%,0%,-24%
CC1CCN(C(=S)NCCc2ccccc2)CC1,22%,-4%,3%,-15,-3%,-1%,-4%,0%,4%,-5%[7.66 µM]
O=C(c1c(F)cccc1F)N1CCN(CCOc2ccccc2)CC1,-3%,-1%,5%,-2,-9%,3%,5%,1%,-9%,7%
CCCOc1ccc(Cn2ccnc2)cc1[N+](=O)[O-],5%,-2%,0%,0,4%,0%,.,-2%,-2%[46.1 µM],-13%
Cc1c(N/C=C(\Cl)C(=O)C(F)(F)F)c(=O)n(-c2ccccc2)n1C,-5%,-6%,8%,1,-4%,-3%,-9%,-17%,-6%,-10%
CC(=O)C(Sc1ncnc2sc3c(c12)CCCC3)C(C)=O,5%,-5%,29%,-2,22%,-2%,-10%,-12%,1%,18%
CCC(C)N1C(=O)N(C)C2NC(=O)NC21 (configuration not stated),13%,-3%,-1%,0,0%,5%,-5%,26%,2%,-16%
Cc1cccc(NC(=O)c2ccc([N+](=O)[O-])o2)c1C,19%,1%,7%,-1,-3%,1%,?,21%,0%,-59%[inhibitor]
Cc1ccc2c(c1)N(S(=O)(=O)c1cc(-c3onc(C)c3C)ccc1C)CCO2,6%,-2%,4%,-8,1%,-2%,-7%,15%,-1%,-71%[inhibitor]
Cc1ccccc1OCC(=O)OCC(=O)NCC1CCCCC1,.,-5%,.,0,-3%,-1%,.,.,2%,1%
CN(CC(=O)OCC(=O)c1c(N)n(C)c(=O)n(C)c1=O)S(=O)(=O)c1ccc(Cl)cc1,-3%,-1%,-5%,-9,11%,-1%,-4%,-13%,0%[46.1 µM],11%
CCn1cnc2c1c(=O)n(CC(=O)O)c(=O)n2Cc1ccccc1,-11%,-8%,13%,10,-2%,7%,-7%,.,6%,?
O=C(NNC(=S)NC1CCCCC1)c1ccccc1O,-1%,-10%,-3%,8,-13%,7%,-4%,4%,2%,-36%
CCCn1c(NC(=O)c2ccc(Br)cc2)nc2ccccc21,-12%,-2%,0%,2,.,11%,31%[activator],-3%,-1%,13%
Cc1cccc(S(=O)C(c2ccccc2)c2ccccc2)c1 (configuration not stated),.,0%,.,.,.,-1%,.,.,-4%,-5%
O=C(NCCOc1ccccc1)[C@@H]1CCCN1C(=O)c1cccs1,.,-5%,.,.,.,6%,.,.,-10%,8%
COc1ccccc1C(=O)O/N=C(\c1ccccc1)c1ccncc1,4%,-3%,4%,-1,0%,3%,0%,-2%,2%,3%
Cn1c(=O)c2c(nc(OCc3cccnc3)n2Cc2ccccc2)n(C)c1=O,-9%,-2%,-14%,15,.,0%,-12%,3%,-5%,-8%
CCN(CC)CCCNC(=O)C1c2ccccc2C(=O)N(C)C1c1ccc(OC)cc1 (configuration not stated),8%,-7%,-1%,7,3%,-7%,-5%,-12%,.,-12%
Cc1ccc(/C(O)=C2\C(=O)C(=O)N(C)C2c2ccccc2[N+](=O)[O-])cc1 (configuration not stated),-21%,-1%,1%,-3,-1%,-1%,29%,0%,.,0%
CC(Oc1ccc2ccc(=O)oc2c1)C(=O)c1ccccc1 (configuration not stated),-2%,-1%,5%,1,-4%,13%,.,-1%,-4%[46.1 µM],1%
CN(CC(=O)Nc1ccccc1C(F)(F)F)C(=O)CSc1nnc(N)s1,.,-5%,.,18,-5%,5%,.,.,2%,1%
CSc1ccccc1NC(=O)CN1CCCCC1,9%,-6%,-5%,-6,-10%,4%,-4%,-23%,6%,9%
COc1ccc(NC(=O)CSCC(=O)Nc2sccc2C#N)cc1,.,-3%,4%,9,15%,-3%,.,.,6%,-8%
COc1ccccc1N1CCN(C(=O)C(C)NC(=O)c2ccco2)CC1 (configuration not stated),.,-3%,-13%,3,-1%,0%,.,.,6%,7%
Cc1ccc(NC(=O)COC(=O)CCc2c(C)nc3ncnn3c2C)cc1C,.,-5%,.,-9,11%,1%,.,.,-2%,-36%
O=C(Cc1c(F)cccc1Cl)Nc1ccccc1N1CCCCC1,-4%,-5%,-4%,-13,4%,-4%,3%,-26%,0%,16%

Next compounds.
molecule,CXXC DNA block,PTAP TSG101 blk,Mito fusion act,TSHR antagonist,AT treatment,ASM inhibitor,MBNL1-CUG inh,Menin MLL FP TR,TCR activator,a7 integrin act
CCOC(=O)c1c(S(=O)(=O)Nc2ccc(F)cc2C)c(C)n(C)c1C,9%,0%,8%,3,3%,0%,-2%,-8%,-2%,-23%
COc1ccc2c(-c3ccccc3)cc(SCC(=O)N(C)C)nc2c1,2%,-1%,-4%,0,8%,-1%,3%,-7%,.,-38%[inhibitor]
CN(C)S(=O)(=O)c1ccc(C(=O)NC2CCCc3ccccc32)cc1 (configuration not stated),-2%,-2%,-8%,48,9%,2%,-1%,-8%,-21%,28%
CCOc1ccc(N(CC(=O)Nc2ccc(C)cc2)S(=O)(=O)c2c(C)[nH]c(=O)[nH]c2=O)cc1,-5%,-6%,-4%,9,9%,4%,6%,.,14%,0%
CC1CCN(S(=O)(=O)N2CCC(C(=O)NCc3ccc4c(c3)OCO4)CC2)CC1,14%,-4%,-9%,9,0%,2%,-3%,1%,0%,-9%
CC(c1ccccc1)C(NC(=O)OCC1c2ccccc2-c2ccccc21)C(=O)O (configuration not stated),.,-8%,-2%,-12,17%,7%,.,.,-5%,-15%
O=C(Oc1ccc(-c2nnco2)cc1)N1CCOCC1,-6%,-3%,-4%,0,1%,1%,8%,9%,0%,1%
Cc1cc(F)ccc1S(=O)(=O)N1CCCOC1CNC(=O)C(=O)NCc1cccnc1 (configuration not stated),-21%,-2%,1%,6,8%,5%,1%,.,1%,12%
CCOc1ccc(CCNC(=O)C2CCCN(c3nn4c(=O)cc(C)nc4s3)C2)cc1OCC (configuration not stated),2%,2%,-6%,-6,-9%,-1%,2%,12%,2%,-3%
Cc1cc(=O)n(CCO)c(O)c1C#N,-1%,-10%,-3%,5,-9%,5%,5%,-23%,.,2%
CC(=O)c1cccc(NC(=O)NNC(=O)c2ccc3ccccc3c2)c1,?,-5%,1%,-15,-1%,3%,8%,17%,-2%,1%
Cc1ccc(-n2nnnc2SCC(=O)c2cc(C)n(-c3cc(C)on3)c2C)c(C)c1,1%,-2%,?,-10,-28%,0%,13%,1%,-3%,-5%
O=C(COC(=O)c1ccccc1Br)NCCC1=CCCCC1,-8%,-3%,20%,-15,-4%,3%,-4%,-10%,-5%,0%
O=C(N/N=C/c1cccc2ccccc12)C(=O)N1CCCC1,12%,1%,-2%,3,0%,0%,?,0%,2%,-29%
CC(=O)O[C@]1(C(C)=O)CC[C@H]2[C@@H]3C[C@H](C)C4=CC(=O)CC[C@]4(C)[C@H]3CC[C@@]21C,13%,-5%&-1%,10%&13%,10&-3,12%&-10%,-1%&3%,-14%,-20%,1%&2%,.

Only part of the results is shown; count on the stated rates, not on these rows.
